# B2AR arrestin ag: ADRB2 beta-arrestin recruitment. Potency, µM (top dose mostly 46.1 µM), for the others: at the highest dose activation, actives largely listed as activators. P07550. AID 1347077. 44,000 tested, under 10 active. HTLA Tango cells, beta-arrestin recruitment, luciferase luminescence, 18 h;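 note: potency is the fitted concentration of half-maximal effect; 0% = DMSO and full agonism = EC100 isoproterenol or metaproterenol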
#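 Tango cells (recombinant beta2-AR, beta-arrestin, tTA-driven luciferase), 1500/well in DMEM 1% FBS, treated 18 h at 37 °C with compounds up to 46 µM; luciferin mix added, luminescence read after 15 min; %activity curves fitted and curve-classed.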
# NTMT1 inhibitor: inhibitors of human N-terminal methyltransferase NTMT1; Q9BV86; NTMT1 MTase-Glo SAH luminescence, purified enzyme; Potency, µM (doses to about 114 µM), without a hit: top-dose activity change, negative = inhibition, hits mostly inhibitors; actives 2.5% (n = 59,000); AID 1645870;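 note: potency is the fitted concentration of half-maximal effect; plate controls were DMSO vehicle for no effect and no enzyme for full effect; nearly all actives have a fitted effect of over 65% in size; many of its hits are not listed in these tables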
# Target sequence (Q9BV86 whole entry, looked up): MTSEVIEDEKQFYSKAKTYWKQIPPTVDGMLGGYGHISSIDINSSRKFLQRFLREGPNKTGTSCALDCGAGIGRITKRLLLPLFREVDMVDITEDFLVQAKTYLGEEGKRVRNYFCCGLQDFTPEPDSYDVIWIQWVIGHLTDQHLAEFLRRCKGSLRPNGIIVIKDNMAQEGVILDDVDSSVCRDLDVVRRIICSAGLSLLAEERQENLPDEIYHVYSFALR
# p53null 39C tox: kills p53 null cells at the nonpermissive temperature; H1299 p53-null (neo) cells, 39C, ATPlite viability, 24 h; actives 0.97% (n = 55,000); Potency, µM (titrated, usually from 46.1 µM), for inactives: at the top dose activity, negative = cell killing, most hits filed as cytotoxic;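 note: potency is the fitted concentration of half-maximal effect; 0% = DMSO only and -100% = full killing by 100 µM tamoxifen; nearly all actives have a fitted effect of over 50% in size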
#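 Cells seeded at 600/well, 37C overnight. Compound added (up to 46 uM), plates shifted to 39C for 24 hr. ATPlite added, luminescence read after 20 min at room temperature.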
# p53null 32C tox: kills p53 null cells at the permissive temperature; H1299-neo p53 null cells, ATP luminescence, 24 h, 32C; Potency, µM (doses to about 46.1 µM), inactives show top-dose activity change, negative = cytotoxicity, actives largely listed as cytotoxic; actives 0.62% (n = 55,000);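 note: potency is the fitted concentration of half-maximal effect; 0% = DMSO only and -100% = full killing by 100 µM tamoxifen; nearly all actives have a fitted effect of over 55% in size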
#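 Cells lacking p53 (H1299-neo) are plated at 600 per well and allowed to settle overnight at 37C. Test compounds (up to 46 uM) are added and held 24 hours at 32C, then ATP is quantified by luminescence.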
# PTAP-TSG101 blk: TSG101-PTAP interaction inhibition, HIV-1 budding | Fluorescence polarization, FITC-PTAP peptide/Tsg101, 20 min | Potency, µM (series often up to 115 µM), inactives show at the highest dose activity change, negative = inhibition, most hits filed as inhibitors | 44,000 tested, under 10 active; note: potency is the fitted concentration of half-maximal effect; 0% is about no effect
# Target sequence (Q99816 whole entry, looked up): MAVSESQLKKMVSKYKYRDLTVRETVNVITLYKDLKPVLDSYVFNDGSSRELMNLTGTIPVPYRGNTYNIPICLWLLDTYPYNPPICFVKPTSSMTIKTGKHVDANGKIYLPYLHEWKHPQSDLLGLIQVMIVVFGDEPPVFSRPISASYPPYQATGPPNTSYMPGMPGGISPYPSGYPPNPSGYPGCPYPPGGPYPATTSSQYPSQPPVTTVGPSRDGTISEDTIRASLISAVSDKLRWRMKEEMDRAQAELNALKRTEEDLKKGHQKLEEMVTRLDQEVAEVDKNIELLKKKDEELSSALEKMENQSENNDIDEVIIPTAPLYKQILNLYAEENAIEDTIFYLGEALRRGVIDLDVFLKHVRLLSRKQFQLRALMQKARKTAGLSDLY
#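 Read-out is FITC fluorescence polarization. Compounds were added to Tsg101 binding domain (10 uM final), then FITC-PTAP peptide (50 nM final), 20 min at r.t. Total S+P intensity flags fluorescent compounds.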
# GALK inh: inhibitors of human galactokinase (GALK); recombinant GALK, Kinase-Glo ATP luminescence, 1 h; P51570; 44,000 tested, under 10 active; Potency, µM (doses to about 57.5 µM), for inactives: at the highest dose activity, negative = inhibition, most hits filed as inhibitors;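 note: plate controls were full GALK reaction for no effect and reaction lacking GALK for full effect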
# Target sequence (P51570 whole entry, looked up): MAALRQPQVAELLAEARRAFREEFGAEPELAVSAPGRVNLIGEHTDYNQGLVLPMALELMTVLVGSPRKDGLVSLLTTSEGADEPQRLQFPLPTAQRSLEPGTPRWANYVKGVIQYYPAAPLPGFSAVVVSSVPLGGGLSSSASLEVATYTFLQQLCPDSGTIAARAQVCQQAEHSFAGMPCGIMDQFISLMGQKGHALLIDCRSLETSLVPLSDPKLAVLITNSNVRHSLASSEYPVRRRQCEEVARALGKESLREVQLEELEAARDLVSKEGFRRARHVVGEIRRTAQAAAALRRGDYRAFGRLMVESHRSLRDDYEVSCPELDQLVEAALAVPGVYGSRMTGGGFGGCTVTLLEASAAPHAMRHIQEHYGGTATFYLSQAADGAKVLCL
#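 Luminescent ATP-depletion readout (Kinase-Glo Plus, 10 min) after 1 h RT reaction of 5 nM GALK, 35 uM ATP, 100 uM galactose, pH 8.0 HEPES buffer. Decreased kinase activity scored as inhibition.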
# FH mod: Identification of activators of human fumarate hydratase by quantitative high-throughput screening | Fumarate hydratase, mitochondrial (Homo sapiens), P07954 | FH coupled MDH/diaphorase resazurin fluorescence, 15 min | Potency, µM (series often up to 79.9 µM), for the others: at the top dose activity change, negative = inhibition, most hits filed as inhibitors | actives 0.22% (n = 54,000); note: potency is the fitted concentration of half-maximal effect; % is set by controls: 0 for no effect and ±100 for the full control effect; the screen sought activators but most active calls are inhibition curves; nearly all actives have a fitted effect of over 45% in size
# Numbers without * were called inactive; ? = inconclusive; / = not tested or not shown; [ ] = another dose, or the depositor's remark. Calls come from the whole dose curve; as a rule, active = well fitted curve in the direction sought with a large enough effect; inconclusive = small, poorly fitted or top-dose-only effect, or another doubt; inactive = no such curve, though single readings can be large; an effect the other way counts as inactive or inconclusive. Only part of the results is shown, so the mix of outcomes need not match the whole.
# The first 2 entries, to show the layout:
SMILES,B2AR arrestin ag,NTMT1 inhibitor,p53null 39C tox,p53null 32C tox,PTAP-TSG101 blk,GALK inh,FH mod
Cc1ccccc1NS(=O)(=O)c1ccc2[nH]cc(C(=O)NC3CCCCC3)c(=O)c2c1,-1%,-17%,-3%,?,-2%,0%,?
Cc1ccc(-n2nc(C)c3c(C)c(CCC(=O)NCc4ccccc4Cl)c(C)nc32)cc1C,-2%,15%,-11%,0%,0%,0%,2%

# This part in full, from the first entry:
SMILES,B2AR arrestin ag,NTMT1 inhibitor,p53null 39C tox,p53null 32C tox,PTAP-TSG101 blk,GALK inh,FH mod
Cc1ccccc1NS(=O)(=O)c1ccc2[nH]cc(C(=O)NC3CCCCC3)c(=O)c2c1,-1%,-17%,-3%,?,-2%,0%,?
Cc1ccc(-n2nc(C)c3c(C)c(CCC(=O)NCc4ccccc4Cl)c(C)nc32)cc1C,-2%,15%,-11%,0%,0%,0%,2%
CCOc1ccc(NC(=O)Cn2c(=O)n(CCCCC(=O)NCCc3ccc(Cl)cc3)c(=O)c3ccccc32)cc1,0%,-2%,0%,3%,-6%,3%,1%
COc1ccccc1Nc1nc(-c2ccc(F)cc2)c2c(n1)-c1ccccc1OC2,-2%,-1%,1%,2%,1%,-11%,-9%
CCOc1ccc(OCC)c(-n2cnnn2)c1,-1%,-6%,-7%,-7%,-3%,-2%,-1%
Cc1cccc(C(=O)NCCc2nc3ccccc3n2Cc2ccccc2Cl)c1,-2%,6%,-10%,-3%,-3%,10%,-11%
CCOc1ccccc1NC(=O)Cn1c(=O)nc(-c2ccccc2F)c2cc(Cl)ccc21,0%,-7%,1%,-2%,-13%,-3%,-12%
Clc1cccc(N2CCN(c3ncnc4c3nc3n4CCCC3)CC2)c1,1%,50µM*,-38%,-11%,-4%,8%,-25%
CN(C)c1ccc(CNC(=O)c2cnc3sc(N4CCOCC4)nn3c2=O)cc1,0%,2%,2%,-7%,-3%,-2%,3%
Cc1ccc(C)c(CN2C(=O)c3ccccc3Sc3ccc(C(=O)NC4CCCC4)cc32)c1,9%,-12%,9%,1%,2%,-2%,-23%
O=C(NCc1ccc2c(c1)OCO2)c1ccc2c(c1)N(Cc1cccc(Cl)c1)C(=O)c1ccccc1S2=O (stereo not drawn),1%,1%,-14%,26%,-2%,0%,-8%
COc1ccccc1-c1c(C)nn2c(C(F)(F)F)cc(-c3ccccc3)nc12,0%,?,-7%,-3%,0%,0%,-29%
CC(C)c1ccc(NC(=O)CN(C)S(=O)(=O)c2ccc3c(c2)n(C)c(=O)c(=O)n3C)cc1,1%,-8%,-21%,-14%,0%,8%,-2%
COc1ccc(CNC(=O)c2cc(-c3ccc(Br)s3)nc3ccccc23)cc1,0%,2%,?,8%,2%,4%,-3%
N#C/C(=C\c1ccc(-c2ccc(C(=O)O)cc2)o1)C(=O)Nc1ccccc1C(=O)O,0%,2%,-1%,3%,-3%,?,14µM*
CCc1ccc(CNC(=O)c2ccc(CS(=O)c3ccc(Br)cc3)o2)cc1 (stereo not drawn),-3%,-11%,-16%,10%,-2%,-2%,-18%
Cc1cccc(N2CCN(c3ccc4cc(S(=O)(=O)N5CCC(C)CC5)ccc4n3)CC2)c1C,0%,?,0%,-4%,-3%,1%,-1%
CCOc1ccc(S(=O)(=O)N(CC(=O)NCc2ccccc2OC)c2ccccc2)cc1,-1%,?,22%,-2%,-12%,?,-2%
Cc1cccc(-n2c3nc(=O)[nH]c(=O)c-3cc3c(Cl)cccc32)c1C,0%,?,6%,6%,-7%,-9%,-1%
Cc1ccc(C)c(NC(=O)c2cnn(-c3ccc(F)cc3F)c2C2CCNCC2)c1,1%,-16%,-14%,2%,-5%,2%,12%

# Quoted at random: 3 entries already listed
SMILES,B2AR arrestin ag,NTMT1 inhibitor,p53null 39C tox,p53null 32C tox,PTAP-TSG101 blk,GALK inh,FH mod
Cc1ccc(C)c(NC(=O)c2cnn(-c3ccc(F)cc3F)c2C2CCNCC2)c1,1%,-16%,-14%,2%,-5%,2%,12%
CCOc1ccc(S(=O)(=O)N(CC(=O)NCc2ccccc2OC)c2ccccc2)cc1,-1%,?,22%,-2%,-12%,?,-2%
N#C/C(=C\c1ccc(-c2ccc(C(=O)O)cc2)o1)C(=O)Nc1ccccc1C(=O)O,0%,2%,-1%,3%,-3%,?,14µM*

# (listing goes on)
SMILES,B2AR arrestin ag,NTMT1 inhibitor,p53null 39C tox,p53null 32C tox,PTAP-TSG101 blk,GALK inh,FH mod
COc1ccc(C(=O)N2CCc3cc(OC)c(OC)cc3C2COc2ccccc2OC)cc1 (stereo not drawn),3%,-9%,-11%,0%,0%,0%,?
COc1ccc2oc(=O)c(-c3nc(-c4cccs4)no3)cc2c1,1%,-7%,-7%,-8%,0%,-7%,-6%
COCCCNC(=O)CSc1nc2cc3c(cc2c(=O)n1CCCCCC(=O)NCc1ccc(OC)cc1)OCO3,1%,0%,3%,8%,-3%,0%,5%
CC(C)NC(=O)C1CCN(C(=O)c2cc3sccc3n2Cc2ccc(Cl)cc2)CC1,1%,11%,-7%,14%,0%,1%,-1%
Cc1cccc(C)c1OCCn1c(CCNC(=O)C2CCCCC2)nc2ccccc21,-3%,18%,-3%,17%,-3%,7%,?
COc1cc(CN2CCc3nc(Nc4ccc5c(c4)OCCO5)ncc3C2)cc(OC)c1OC,-1%,7%,?,-19%,-11%,2%,0%
CCOC(=O)CSc1nc2ccc(NC(=O)COc3ccccc3C)cc2s1,-4%,7%,12%,-12%,-2%,-8%,-1%
Fc1ccc(-c2cc3ncc4c(n3n2)-c2cc(Cl)ccc2OC4)cc1,0%,-15%,/,/,-1%,9%,-14%
CCc1ccc(C(=O)c2cn(CC(=O)Nc3ccc(F)c(F)c3)c3cc(OC)c(OC)cc3c2=O)cc1,1%,13%,25%,24%,14%,-9%,-27%
CC1=C(C#N)C(NC(=O)c2ccccc2)(C(F)(F)F)C(=O)N1 (stereo not drawn),1%,0%,16%,0%,-2%,1%,3%
CCc1ccc(CN(Cc2ccco2)C(=O)c2ccccc2Cl)cc1,-3%,-6%,-2%,48%[activator],-2%,3%,-25%
Cc1ccc2nc(NC(=O)c3cc(=O)c4cc(C)c(C)cc4o3)sc2c1,0%,-10%,1%,0%,-3%,0%,2%
COc1cc(Cl)c(NS(=O)(=O)c2ccc(-c3cnc(C4CC4)o3)cc2)c(OC)c1,0%,14%,?,-5%,-8%,0%,?
COCCNC(=O)CCn1c(=O)[nH]c2cc(OC)c(OC)cc2c1=O,0%,-9%,8%,7%,-2%,6%,-3%
Cc1cccc(CNC(=O)CCCN2C(=O)CCn3nc(-c4cn(C)c5ccccc45)cc32)c1,-1%,-4%,?,-7%,-2%,0%,2%
COCCNC(=O)CN1C(=O)COc2ccc(S(=O)(=O)N3CCCC3)cc21,1%,-11%,-1%,7%,-5%,0%,-7%
Cc1ccc(Cl)cc1NC(=O)CSc1nccn1C,-2%,25%,28%,-26%,0%,-7%,-10%
COc1nnc(-c2ccc(N3CCCCC3)c(NC(=O)c3ccccc3Cl)c2)c2ccccc12,0%,?,80%[activator],16%,3%,2%,-18%
CCN(CC)c1ccc(NC(=O)c2cc(S(=O)(=O)N3CCc4ccccc43)cn2C)c(C)c1,1%,-17%,-23%,2%,0%,-11%,-5%
Cc1ccc(-n2ncc3c(NNC(=O)c4ccccc4C)ncnc32)cc1,2%,11%,17%,-7%,-3%,2%,8%
COC(=O)CCN(C(=O)C1CCN(S(=O)(=O)c2c(C)noc2/C=C/c2ccccc2F)CC1)c1ccccc1,3%,7%,7%,-1%,0%,-1%,-3%
COc1ccccc1CNC(=O)CCC1N=C2c3ccccc3N=C(SCc3ccc(C)cc3C)N2C1=O (stereo not drawn),5%,14%,48%[activator],34%[activator],-1%,6%,-15%
CCCn1c2ccccc2c2cnn(CC(=O)NC(C)CC)c(=O)c21 (stereo not drawn),-1%,-1%,2%,-6%,0%,2%,-4%
CCCN(Cc1cccs1)C(=O)Nc1cc(C)ccc1OC,-3%,15%,18%,-2%,1%,-10%,-4%
COc1ccc(CC(=O)NCc2ccc3c(c2)CCN3C(=O)c2ccc(C)cc2)cc1OC,-2%,10%,9%,-19%,-2%,-1%,-8%
Cc1c(C(=O)N2CCOCC2)oc2c1-c1nn(CC(=O)NCc3cccc(Cl)c3)cc1CC2,0%,-7%,-22%,-5%,-4%,0%,-5%
CCOc1ccccc1NC(=O)Cn1cnc2c1c(=O)n(C)c(=O)n2C,0%,26%,15%,-1%,1%,0%,10%
CC1CCn2c(nc3cc(C(=O)NCc4ccc(OC(C)C)cc4)ccc32)C1 (stereo not drawn),0%,-10%,-7%,-12%,-1%,0%,-14%
CCCCCCc1cc2cc(-c3nnc(-c4cccc(Cl)c4)o3)c(=O)oc2cc1O,0%,-9%,-26%,?,30%[activator],0%,6%
O=c1c2oc3ccccc3c2n(Cc2ccc(Cl)cc2)c(=O)n1Cc1ccco1,-1%,8%,-2%,-5%,0%,0%,-1%
Cc1c(NC(=O)c2cccc3c(Cl)cccc23)cccc1-c1nc2ccccc2o1,1%,9%,12%,-2%,2%,8%,-15%
Cc1ccc(NC(=O)c2nnn(Cc3ccccc3)c2N)cc1C,0%,22%,-18%,1%,-5%,0%,2%
CCOc1ccc2nc(N3CCCC(C(=O)NCc4ccccc4OC)C3)sc2c1 (stereo not drawn),1%,-2%,-2%,-18%,-1%,-1%,4%
COC(=O)c1c(-c2cccs2)csc1NC(=O)COc1ccccc1,-4%,?,-25%,?,0%,1%,-22%
CCCCN(CC)CCCNC(=O)c1nn(C)c2c1CSc1ccccc1-2,-1%,-4%,-1%,-2%,-2%,-10%,-5%
Cc1ccc(C)c(NC(=O)Cn2nc(C)c3nn(-c4ccc(Cl)cc4)c(C)c3c2=O)c1,0%,4%,-3%,-15%,1%,0%,4%
CCOC(=O)C1CCN(C(=O)c2ccc3c(c2)sc2nc(-c4ccc(OC)cc4)cn23)CC1,1%,89µM*,19%,10%,2%,-1%,-23%
CCc1cc(=O)[nH]c(SCc2nc(-c3cccc(Cl)c3)no2)n1,1%,4%,-11%,4%,2%,-1%,-27%
Cc1ccc(C)c(OCCn2cc(C(=O)c3cccs3)c3ccccc32)c1,0%,-2%,-2%,2%,1%,7%,-8%
Nc1c(C(=O)Nc2ccccc2)nnn1Cc1ccc(F)cc1Cl,1%,0%,-23%,2%,4%,8%,-10%
Cc1oc(-c2cccc(Cl)c2)nc1CN1CCC(C(=O)NC(C)C)CC1,1%,-7%,-19%,0%,-2%,1%,-2%
Cc1ccc(CNC(=O)c2ccc(CSCc3c(F)cccc3Cl)o2)cc1,7%,-1%,-17%,17%,1%,0%,-19%
COc1ccccc1NC(=O)c1cc2c(n(-c3ccc(C)cc3)c1=O)CC(C)(C)CC2=O,-2%,8%,-4%,2%,-1%,0%,-14%
Cc1ccc2c(=O)cc(C(=O)Nc3sc4c(c3C(=O)NCc3cccnc3)CCCC4)oc2c1C,-1%,-1%,12%,1%,2%,1%,-12%
CC(=O)c1cccc(Nc2ccc3cc(S(=O)(=O)N4CCCC4)ccc3n2)c1,2%,-9%,-13%,-12%,-3%,0%,-25%
